Pf growth 48h: P. falciparum growth inhibition at 48 hours (one generation). P. falciparum luciferase growth in erythrocytes, 48 h. Potency, µM (top dose mostly 28.7 µM), for inactives: top-dose activity change, negative = inhibition, most hits filed as inhibitors. actives 5.9% (n = 310,000); further: potency means the concentration at half of the fitted maximal effect; on the % scale 0 is the no-effect control and ±100 the full control effect
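In quantitative HTS format, infected erythrocytes bearing luciferase-reporter parasites were treated for a single generation at 37 C. Luminescence after adding detection reagent served as the growth measure.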
LmPK inh: inhibitors of Leishmania mexicana pyruvate kinase. Q27686. purified LmPK, Kinase-Glo ATP luminescence, 1 h. Potency, µM (highest dose often 57.5 µM), inactives show top-dose activity change, negative = inhibition, actives largely listed as inhibitors. actives 0.37% (n = 290,000). AID 1721; further: potency means the concentration at half of the fitted maximal effect; on the % scale 0 is the no-effect control and ±100 the full control effect
Target sequence (Q27686 whole entry, looked up): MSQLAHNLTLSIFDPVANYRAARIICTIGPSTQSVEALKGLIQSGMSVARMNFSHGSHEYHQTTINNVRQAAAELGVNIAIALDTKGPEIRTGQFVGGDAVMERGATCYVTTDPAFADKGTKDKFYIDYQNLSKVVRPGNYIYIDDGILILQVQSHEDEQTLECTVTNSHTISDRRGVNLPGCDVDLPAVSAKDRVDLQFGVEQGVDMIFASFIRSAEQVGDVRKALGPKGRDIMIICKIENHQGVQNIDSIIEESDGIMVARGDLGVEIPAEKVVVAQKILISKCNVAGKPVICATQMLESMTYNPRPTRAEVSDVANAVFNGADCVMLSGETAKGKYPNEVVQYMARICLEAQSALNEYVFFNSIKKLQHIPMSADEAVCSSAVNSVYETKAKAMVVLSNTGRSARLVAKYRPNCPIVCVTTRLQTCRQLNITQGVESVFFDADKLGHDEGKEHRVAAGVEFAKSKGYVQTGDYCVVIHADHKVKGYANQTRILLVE
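0.1 nM LmPK, 0.5 mM PEP, 0.1 mM ADP; 50 mM imidazole pH 7.2, 7 mM MgCl2, 50 mM KCl; 1 h RT. Kinase-Glo luminescence readout, normalized to no-enzyme (full inhibition) and uninhibited wells.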
AMA1 RON2 block: inhibitors of Plasmodium falciparum AMA1-RON2 interaction | AlphaScreen AMA1-biotinylated RON2 peptide binding | Potency, µM (doses to about 58.2 µM), for the others: at the highest dose activity change, negative = inhibition, hits mostly inhibitors | actives 0.2% (n = 360,000) | AID 720542;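 further: potency means the concentration at half of the fitted maximal effect; 0% = vehicle wells and -100% = peptide control; nearly all actives have a fitted effect of over 45% in size; some results filed as inactive show a strong effect at the top dose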
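AMA1 (3D7) with his tag at 25 nM final met compounds first, then biotinylated RON2 peptide at 25 nM; detection used donor plus acceptor beads, 10 µg/mL apiece, read by AlphaScreen after 30 min at room temperature.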
Pf growth 96h: P. falciparum growth inhibition at 96 hour, primary screen for plastid delayed-death inhibitors; actives 6.9% (n = 320,000); P. falciparum luciferase reporter growth, 96 h; Potency, µM (series often up to 28.7 µM), without a hit: at the highest dose activity change, negative = inhibition, actives largely listed as inhibitors; further: potency means the concentration at half of the fitted maximal effect; on the % scale 0 is the no-effect control and ±100 the full control effect
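Cell-based qHTS: luciferase-tagged P. falciparum in erythrocytes (2% hematocrit, 0.05% parasitemia final) incubated with compounds for 96 hours, 37 C, 5% CO2; luciferase detection reagent then added and luminescence measured.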
Shiga inhibitor: blocks Shiga toxin action in Vero cells; Vero cells, Shiga toxin protein synthesis inhibition reporter; actives 9.2% (n = 290,000); inhibition, % at 38.7 µM; in the data active means inhibition mostly above about 28%, no sharp cut-off; inactive means mostly below about 43%; further: 0% is about no effect
CHX counter: counter-screen for Shiga toxin inhibitors: cycloheximide protein synthesis inhibition | cell reporter, cycloheximide protein synthesis inhibition counterscreen | max response, % | actives 12% (n = 300,000); in the data active means max response mostly above about 13%, no sharp cut-off; inactive means mostly below about 14%; further: read at 38.3 µM for the half of the compounds with a filed dose; 0% is about no effect
TbPYK inhibitor: blocks Trypanosoma brucei pyruvate kinase; TbPYK enzyme, Kinase-Glo Plus ATP luminescence, 45 min; Potency, µM (top dose mostly 76.8 µM), inactives show at the top dose activity, negative = inhibition, usual class: inhibitors; actives 0.12% (n = 410,000); AID 624173; further: potency means the concentration at half of the fitted maximal effect; on the % scale 0 is the no-effect control and ±100 the full control effect; nearly all actives have a fitted effect of over 50% in size
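Activity of T. brucei pyruvate kinase was followed by Kinase-Glo Plus luminescence after the enzyme reacted 45 min at room temperature with 130 uM ADP (final) and substrate. Test compounds were added before ADP at multiple concentrations.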
* marks the source's active call; other numbers are inactive results; ? = inconclusive; / = no result given; & = joins results of further samples; ! = not active in a repeat; [ ] = dose if it differs, or a comment. Unless noted, the call rests on the fitted dose curve; in most records, active means well fitted curve in the direction sought with a large enough effect; inconclusive means small, poorly fitted or top-dose-only effect, or another doubt; inactive means no such curve, though single readings can be large; an effect the other way counts as inactive or inconclusive. These rows are one share of the data. The share of hits here may be higher or lower than overall.

SMILES | Pf growth 48h | LmPK inh | AMA1 RON2 block | Pf growth 96h | Shiga inhibitor | CHX counter | TbPYK inhibitor
Nc1c2ccccc2nc2ccccc12 | 5.2µM* | 0% | 36%&-19%[activator] | 4.7µM* | -12 | -2 | -2%&0%&3%
O=C(c1ccccn1)N(Cc1cccs1)C1(C(=O)NC2CCCCC2)CCCCC1 | -28% | 1% | 5% | 56%[activator] | 5 | 6 | -1%
CCCCCCCCCCCCCCCC(O)C(N)CO (stereo unspecified) | ? | 2% | 9% | -22% | -3 | -1 | 1%
CCCCCCCCCCCCCCCC[N+](C)(C)Cc1ccccc1 | 1.7µM* | / | / | 3µM* | / | / | 8%
CCc1cccc(CC)c1NC(=O)CN(CC(=O)O)CC(=O)O | 0% | / | 111%[activator] | ? | / | / | 1%
O=C(CCN1CCN(CCO)CC1)N1c2ccccc2Sc2ccc(C(F)(F)F)cc21 | ? | -11% | -2% | ? | -9 | -2 | -4%&1%
CC(C)NNC(=O)c1ccncc1 | -5%&-5% | -7% | 31%[activator] | -18%&-12% | -8 | -4 | -5%&-4%
Cc1nc2c3ccccc3nc(NNC(=O)CCC(=O)N3CCN(c4ccccc4F)CC3)n2n1 | 3% | 8% | 117%[activator] | ? | -4 | -2 | 7%&2%
O=C(NCCCN1CCOCC1)c1ccc(Cl)cc1 | 18% | / | / | 8% | / | / | 7%
CCN(CCCCOC(=O)c1ccc(OC)c(OC)c1)C(C)Cc1ccc(OC)cc1 (stereo unspecified) | ? | -1% | -3% | ? | -7 | -3 | 1%
C=CCCCCCCCCC(=O)OC | -11% | / | / | -1% | / | / | -6%
C[C@@H]1c2cccc(O)c2C(O)=C2C(=O)[C@@]3(O)C(O)=C(C(N)=O)C(=O)[C@@H](N(C)C)[C@@H]3[C@@H](O)[C@@H]21 | 7.6µM* | / | / | 1.5µM* | / | / | 3%
COc1ccc(-c2cc(C(F)F)nn2-c2ccc(S(N)(=O)=O)cc2)cc1F | 0% | / | / | 4% | / | / | 2%
O=C(O)c1cc(=O)c2ccccc2o1 | ? | -2% | -7% | ? | -13 | 1 | -4%&1%
C[C@@H]1CC2[C@@H]3C[C@H](F)C4=CC(=O)C(Cl)=C[C@]4(C)[C@@]3(F)[C@H](O)C[C@]2(C)[C@@]1(O)C(=O)CO (stereo partly specified) | ? | / | / | ? | / | / | 0%
CN(C)S(=O)(=O)n1cc(/C=C(\NC(=O)c2ccccc2)C(=O)NCCCn2ccnc2)c2ccccc21 | ? | -8% | 6% | ? | -13 | -6 | -3%&-3%
CC(Cc1cccc(C(F)(F)F)c1)NCCOC(=O)c1ccccc1 (stereo unspecified) | ? | / | -2%&-7% | 23%&25%&-14% | / | / | 4%&2%&-5%
CCN(CC)CCOc1ccc(Cc2ccccc2)cc1 | ? | / | / | -4% | / | / | 3%
COC(=O)c1ccccc1O | -9% | / | / | -11% | / | / | -4%
CN[C@@H]1[C@H](O)[C@H](NC)[C@H]2O[C@@]3(O)C(=O)C[C@@H](C)O[C@H]3O[C@@H]2[C@H]1O | -13% | -5% | 6% | 2% | -16 | 4 | -9%
CCCOc1ccc(C(=O)OCCN(CC)CC)cc1N | -1% | / | 16% | 36%[activator] | / | / | 0%&0%
CCCCCCCCCCCCOCCOCCOCCOCCOCCOCCOCCOCCOCCO | ? | / | / | 11µM* | 6 | -1 | 1%
O=C(O)Cc1cn(-c2ccccc2)nc1-c1ccc(Cl)cc1 | -13%&15% | 9% | 13% | -18%&-14% | 8 | 9 | 5%&4%
Cc1scc2c1N(C(=O)CN1CCN(C)CC1)c1ccccc1NC2=O | 20%&-9% | -3% | 13% | 13%&0% | 6 | 6 | -2%&6%
Cc1onc(-c2ccccc2Cl)c1C(=O)N[C@H]1C(=O)N2[C@H]1SC(C)(C)[C@H]2C(=O)O | -27%[12.8 µM] | / | / | -32%[12.8 µM] | / | / | 2%[33.2 µM]
C[C@@]12CC[C@H]3[C@@H](CCC4=CC(=O)CC[C@]43C)[C@H]1CC[C@H]2C(=O)CO | -16%[12.8 µM] | / | / | ? | / | / | 0%[33.2 µM]
CCCOc1ccc2nc(NC(=O)OC)[nH]c2c1 | 42%&24%[activator] | -1% | / | -13%&-12% | 23 | 0 | -8%
N=c1nc(N2CCCCC2)cc(N)n1O | -5%&-13% | 8% | 15%&0% | 22%&-29% | 20 | -3 | -10%&4%&-10%
CCN(CC)CC1CCCCN1CC(=O)N1c2ccccc2C(=O)Nc2cccnc21 (stereo unspecified) | -9% | 14% | / | -21% | -5 | -4 | 5%
O=C1NC(=S)S/C1=C\C=C\c1ccc([N+](=O)[O-])o1 | 0.29µM* | -13% | -21% | 0.29µM* | 92* | 80* | -19%
O=C(NC1CCN(CCc2c[nH]c3ccccc23)CC1)c1ccccc1 | 15µM*! | 1% | 1% | 12µM* | -11&10 | 5&4 | -20%&9%
CCCC1(c2ccccc2)NC(=O)N(CC(=O)N(C)Cc2c(F)cccc2Cl)C1=O (stereo unspecified) | -18% | -3% | 12% | -13% | 3 | -4 | -2%
Cc1ccccc1OCC(O)CO (stereo unspecified) | 3% | / | / | -14% | / | / | 2%
CCC1OC(=O)C[C@H](O)C(C)[C@@H](O[C@@H]2OC(C)C(O)C(N(C)C)C2O)C(CCN2CC(C)CC(C)C2)CC(C)C(=O)/C=C/C(C)=C\[C@@H]1COC1OC(C)C(O)C(OC)C1OC (stereo partly specified) | ? | / | / | 3.8µM* | / | / | -7%
CCCC(=O)O[C@]1(C(=O)CCl)[C@@H](C)C[C@H]2[C@@H]3CCC4=CC(=O)C=C[C@]4(C)[C@@]3(F)C(=O)C[C@@]21C | 1.7µM* | 6% | 9% | 1.3µM* | 29 | -1 | -9%
CC(=O)OCC(=O)[C@@]1(O)CC[C@H]2[C@@H]3CCC4=CC(=O)C=C[C@]4(C)[C@@]3(F)[C@@H](O)C[C@@]21C | 0% | / | 13% | 0% | / | / | 5%
N#C/C(=C1/SCC(c2ccccc2Cl)S1)n1ccnc1 (stereo unspecified) | ? | / | / | ? | / | / | 3%
c1ccc(-n2cnnn2)cc1 | -9% | / | / | -16% | / | / | -2%
C/C(=C(/CCO)SS/C(CCO)=C(\C)N(C=O)Cc1cnc(C)nc1N)N(C=O)Cc1cnc(C)nc1N | -7% | / | / | ? | / | / | -1%
CC1O[C@@H](OCC2O[C@@H](Oc3cc(O)c4c(c3)OC(c3ccc(O)cc3)CC4=O)[C@H](O)[C@@H](O)[C@@H]2O)[C@H](O)[C@H](O)[C@H]1O (stereo partly specified) | 8% | / | 8% | 10% | / | / | -1%
CN(C(=O)c1c(O)c2ccccc2n(C)c1=O)c1ccccc1 | -3% | / | / | -2% | / | / | 6%
CCCCN(CCCC)CCCOC(=O)c1ccc(N)cc1 | -6% | -1% | -1% | ? | 11 | -4 | 4%
CCOC(=O)c1ccccc1O | 1% | / | / | -15% | / | / | -3%&-9%
CCC(C(=O)Nc1ccccc1N1CCCC1)c1ccccc1 (stereo unspecified) | 15% | -6% | -23% | ? | -24 | -2 | 6%
CC1=C(C(=O)O)N2C(=O)[C@@H](NC(=O)[C@@H](N)c3ccc(O)cc3)[C@@H]2SC1 | 6%[12.8 µM] | / | / | 3%[12.8 µM] | / | / | -1%[33.2 µM]
O=C1c2c(O)ccc(O)c2C(=O)c2c(NCCNCCO)ccc(NCCNCCO)c21 | 0.83µM* | / | 10µM* | 0.93µM* | / | / | ?
CC(=O)Nc1ccc(OC(=O)c2ccccc2OC(C)=O)cc1 | -1% | / | / | ? | / | / | 0%
Cc1ccsc1/C=C\C1=NCCCN1C | -15%[12.8 µM] | / | / | -15%[12.8 µM] | / | / | -4%[33.2 µM]

Not a retest: an excerpt of the list.
SMILES | Pf growth 48h | LmPK inh | AMA1 RON2 block | Pf growth 96h | Shiga inhibitor | CHX counter | TbPYK inhibitor
CCOC(=O)c1ccccc1O | 1% | / | / | -15% | / | / | -3%&-9%
CCC(C(=O)Nc1ccccc1N1CCCC1)c1ccccc1 (stereo unspecified) | 15% | -6% | -23% | ? | -24 | -2 | 6%
CC1=C(C(=O)O)N2C(=O)[C@@H](NC(=O)[C@@H](N)c3ccc(O)cc3)[C@@H]2SC1 | 6%[12.8 µM] | / | / | 3%[12.8 µM] | / | / | -1%[33.2 µM]
O=C1c2c(O)ccc(O)c2C(=O)c2c(NCCNCCO)ccc(NCCNCCO)c21 | 0.83µM* | / | 10µM* | 0.93µM* | / | / | ?
CC(=O)Nc1ccc(OC(=O)c2ccccc2OC(C)=O)cc1 | -1% | / | / | ? | / | / | 0%
Cc1ccsc1/C=C\C1=NCCCN1C | -15%[12.8 µM] | / | / | -15%[12.8 µM] | / | / | -4%[33.2 µM]

Other structures
SMILES | Pf growth 48h | LmPK inh | AMA1 RON2 block | Pf growth 96h | Shiga inhibitor | CHX counter | TbPYK inhibitor
COc1cc(C2Oc3cc(C4Oc5cc(O)cc(O)c5C(=O)C4O)ccc3OC2CO)ccc1O (stereo unspecified) | 0% | 6% | 40%[activator] | 7% | -10 | 6 | -2%
CC[C@]12CCCN3CCc4c(n(c5ccccc45)[C@](O)(C(=O)OC)C1)[C@@H]32 | ? | / | -4% | 2% | / | / | -5%
CCCCC(CC)COC(=O)c1ccccc1O (stereo unspecified) | 2% | / | / | 7% | -12 | -2 | -6%
COC(=O)C1=C(C)NC(C)=C(C(=O)OCCN2CCN(C(c3ccccc3)c3ccccc3)CC2)C1c1cccc([N+](=O)[O-])c1 (stereo unspecified) | 1.7µM* | / | / | 2.4µM* | / | / | 4%
Cn1ccc2cc3c(cc21)CCN3C(=O)Nc1cccnc1 | ? | / | -1% | ? | / | / | 0%&5%&1%
CC1(C)O[C@@H]2C[C@H]3[C@@H]4C[C@H](F)C5=CC(=O)C=C[C@]5(C)[C@@]4(F)[C@@H](O)C[C@]3(C)[C@]2(C(=O)CO)O1 | ? | 2% | -4% | ? | 11 | 1 | 3%
COC(=O)N/N=C/c1c[n+]([O-])c2ccccc2[n+]1[O-] | 2% | / | -6% | 6% | / | / | 5%
CCCCOc1cc(C(=O)OCCN(CC)CC)ccc1N | -19% | / | 7%&-9% | 66%[activator] | / | / | -5%
C=C1c2cccc(O)c2C(O)=C2C(=O)[C@@]3(O)C(O)=C(C(N)=O)C(=O)[C@@H](N(C)C)[C@@H]3[C@@H](O)[C@H]12 | 3.2µM* | / | / | 1.3µM* | / | / | -15%[33.2 µM]
C[C@H](CCC(=O)O)[C@H]1CC[C@H]2[C@@H]3[C@H](O)C[C@@H]4C[C@H](O)CC[C@]4(C)[C@H]3CC[C@]12C | ? | / | -12% | ? | / | / | -8%
COc1cc(N)c(Cl)cc1C(=O)N[C@H]1CCN(CCCOc2ccc(F)cc2)C[C@H]1OC | 2.6µM* | / | -5% | 4.7µM* | / | / | -25%

Screening results from PubChem.
